# esBAF inh = inhibitors of esBAF chromatin remodeling in mouse ES cells; Bmi1-luciferase knock-in reporter, 24 h; 100% = twice the neutral-well signal; reporter increase, % at 12.5 µM; 2% of 350,000 active; AID 602393; in the data active = activation above about 40%; inconclusive = no clear call, values can overlap the other calls;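 note: 0% = median of the plate's neutral control wells and 100% = double that signal; a rise in the Bmi1 reporter signal indicates esBAF inhibition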
# C2C12 statin = protects C2C12 myotubes from simvastatin toxicity | ATP luminescence, 48 h; scaled: DMSO 0, geranylgeraniol control 100 | rescue of ATP level, % at 7.49 µM | 0.78% of 330,000 active;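 active = mean ATP rescue above about 67%, or every replicate alone reaching that limit, limit read from the data, passing the limit was not always enough; inconclusive = no clear call, values can overlap the other calls; inactive = mean under the limit and some replicate under it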;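 note: myotubes were challenged with 10 µM simvastatin during compound exposure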
# Cneo AK release = Cryptococcus neoformans lysis via adenylate kinase release; C. neoformans lysis, adenylate kinase release luminescence, 4 h; normalised: neutral wells 0, clomiphene wells 100; 0.2% of 360,000 active; lysis activity, % at 15 µM; AID 651654;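 active = mean lysis activity across replicates of at least 80%, whatever share of replicates individually reach that level; inactive = mean lysis activity below 80%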
#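 Signal: Adenylate kinase release luminescence | Assay system: Log-phase Cryptococcus neoformans yeast cells | Input: Cells at 5 × 10^6 per mL | Buffer or medium: Fresh YPD growth medium | Compound: Single dose | Schedule: Static 4 h at 37 °C with compound, 1 h detection | Controls: Clomiphene | Read-out: Luminescence rise reflecting yeast cell lysis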
# miR122 inh = inhibitors of miR-122 in Huh7 cells; Huh7 miR-122 Renilla luciferase sensor, 48 h; neutral wells = 0, positive control = 100; activation (reporter increase), % at 12.5 µM; 0.3% of 340,000 active; AID 602342;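 active = mean replicate activation score at least 90 and every replicate individually at or above 90; inconclusive = only one of the two criteria met; inactive = neither criterion met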;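 note: higher luciferase means less miR-122 activity so hits act as miR-122 inhibitors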
# ARNT-TACC3 inh = disruptors of human ARNT/TACC3 interaction. Q9Y6A5. AlphaScreen His-ARNT PAS-B/GST-TACC3 binding, luminescence; TACC3 fragment carries E629A point mutation. inhibition, % at 9.99 µM. 0.66% of 390,000 active;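 active = mean inhibition of replicates at least 50% and at least half of replicates each reaching 50%; inconclusive = half or more replicates reach 50% but mean below 50%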;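 note: 0% = complete ARNT plus TACC3 wells and 100% = ARNT alone without TACC3; many hits fall short of the cut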
# SIRT5 block = sirtuin-5 (human) deacylase inhibition; Q9NXA8; inhibition, % at 15 µM; Purified SirT5, succinyl-peptide AMC, trypsin-coupled fluorescence; 1.1% of 330,000 active; AID 652115; in the data active = inhibition above about 15%; inconclusive = no clear call, values can overlap the other calls
# Target sequence (Q9NXA8 whole entry, looked up): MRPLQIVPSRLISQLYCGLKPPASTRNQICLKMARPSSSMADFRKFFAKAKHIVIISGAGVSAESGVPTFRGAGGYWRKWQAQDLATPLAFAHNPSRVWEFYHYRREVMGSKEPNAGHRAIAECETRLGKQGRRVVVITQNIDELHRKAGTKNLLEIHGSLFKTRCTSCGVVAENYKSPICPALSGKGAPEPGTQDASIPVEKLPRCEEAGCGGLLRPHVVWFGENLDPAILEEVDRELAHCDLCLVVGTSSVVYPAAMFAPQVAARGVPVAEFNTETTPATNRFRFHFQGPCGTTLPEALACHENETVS
# ERp5 block = inhibitors of human ERp5; Q15084; ERp5 insulin aggregation, absorbance 650 nm, 90 min; inhibition, % at 9.99 µM; 0.05% of 350,000 active; AID 651711;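 active = mean replicate inhibition above about 25%, with every replicate also reaching it, limit read from the data, passing the limit was not always enough; inconclusive = only one of those two criteria met; inactive = neither criterion met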
# Target sequence (Q15084 whole entry, looked up): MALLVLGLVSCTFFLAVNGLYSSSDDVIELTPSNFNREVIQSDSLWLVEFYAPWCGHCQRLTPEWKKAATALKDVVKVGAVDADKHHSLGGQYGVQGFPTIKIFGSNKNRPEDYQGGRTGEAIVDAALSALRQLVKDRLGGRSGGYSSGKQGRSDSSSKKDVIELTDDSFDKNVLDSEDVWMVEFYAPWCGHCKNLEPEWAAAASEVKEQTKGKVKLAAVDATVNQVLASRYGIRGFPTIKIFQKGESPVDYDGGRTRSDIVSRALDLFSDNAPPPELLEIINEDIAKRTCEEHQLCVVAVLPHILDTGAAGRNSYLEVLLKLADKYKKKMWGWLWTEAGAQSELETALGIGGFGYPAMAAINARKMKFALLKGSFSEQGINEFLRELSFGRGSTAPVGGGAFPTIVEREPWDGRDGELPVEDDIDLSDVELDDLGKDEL
# Active calls of the source: *; ? = inconclusive; . = no result given; & = joins results of further samples; [ ] = another dose, or the depositor's remark. An excerpt; rates above refer to the full screens.
# Results follow in this order: esBAF inh	SIRT5 block	ARNT-TACC3 inh	miR122 inh	C2C12 statin	Cneo AK release	ERp5 block
CCOC(=O)c1c(C)c(P(=S)(N2CCOCC2)N2CCOCC2)n(C)c1C
→ -6	.	-4	-2	.	0	.
Clc1ccc(N2CC2c2ccncc2)cc1 (stereo not given)
→ 2	-3	-1	-8	5	-9	1
COC(=O)[C@]12OC[C@]34C([C@@H](O)[C@@H]1O)[C@]1(C)CC(=O)C(O)=C(C)[C@@H]1C[C@H]3OC(=O)[C@H](O)[C@@H]24 (stereo not given in full)
→ 10	.	-1	.	6	5	1
CC=Cc1ccc2n(c1=O)C[C@H]1[C@H](CO)[C@@H](C(=O)N(C)C)[C@@H]2N1C (mixture of isomers)
→ -4	-2	-1	.	-6	36	-3
COC(=O)C1=C(c2ccc(C(C)=O)cc2)C[C@@H]2CC[C@H]1N2C(=O)NCc1ccc(C(F)(F)F)cc1
→ 2	.	3	0	11	0	.
CCN1C(=O)NC(=O)/C(=C/c2cc(C)n(-c3sc(C)c(C)c3C#N)c2C)C1=O
→ .	.	4	-1	.	0	-5
COc1ccccc1N1CCN(Cc2cccc(Br)c2)CC1
→ -4	-3	3	2	28	-1	-1
COC(=O)C1=C(c2ccc(Cl)c(C(F)(F)F)c2)C[C@@H]2CC[C@H]1N2C(=O)N1CCCC1
→ -2	-1	-1	-3	7	0	0
Cn1c(=O)c2nncnc2n(C)c1=O
→ .	.	2	0	.	-1	.
O=S(=O)(c1ccc(Cl)cc1)c1ccc(Cl)cc1
→ 2	.	.	5	7	-2	-3
COC1=CC(=O)OC(CCc2ccc3c(c2)OCO3)C1 (stereo not given)
→ 1	.	-7	-1	10	-10	0
CCOC(=O)C1CCN(Cc2ccc(Cl)nc2)CC1
→ -1	-2	-4	0	2	0	-2
CNC(=S)N1CC2CC(C1)c1cccc(=O)n1C2 (stereo not given)
→ -6	-3	.	5	0	2	3
Oc1c(Br)cc(Br)cc1CN1CCN(Cc2ccccc2)CC1
→ -1	.	-2	13	-1	2	.
O=c1cccc2n1C[C@@H]1C[C@@H]2CN(CC(O)c2ccc([N+](=O)[O-])cc2)C1 (stereo not given in full)
→ -10	-2	-2	0	12	3	2
C(#CCN1CCOCC1)COCc1ccccc1
→ -4	.	2	-7	6	4	.
CCCCN=C[C@]12CCC(O)CC1(O)CCC1[C@@H]2CC[C@]2(C)[C@H](C3C=CC(=O)O3)CCC12O (stereo not given in full)
→ 7	-2	-2	.	6	-2	1
CC(=O)Nc1ccccc1C(=O)OCC(=O)c1ccccc1Cl
→ .	.	-9	9	.	-3	.
CN(C)c1ccc(C=C(C#N)C#N)cc1
→ .	.	-3	-6	.	0	.
O=c1[nH]c(=S)[nH]c(O)c1N=Nc1ccc(SC(F)F)cc1
→ -37	-3	-9	-6	-17	-3	7
CCc1ccc(CNCCc2ccc(F)cc2)cc1
→ .	5	2	.	.	.	10
C=CCn1c(O)c(C(CC)=Nc2ccc(C(=O)O)cc2)c(=O)[nH]c1=O
→ .	3	-3	.	.	.	0
O=C(Cc1cccnc1)N1CCCCN2[C@@H](CO)[C@H](c3ccc(/C=C/c4ccccc4)cc3)[C@@H]2C1
→ .	2	9	1[16.7 µM]	.	2	-1
Oc1ccc(Cl)c(Cl)c1Cl
→ -4	.	.	-2	6	1	7
COc1ccc(C(CN(C)C)C2(O)CCCCC2)cc1 (stereo not given)
→ 1	-1	1	-1	5	-2	1
COC(=O)C1=C(c2ccc(S(C)(=O)=O)cc2)C[C@@H]2CC[C@H]1N2C(=O)NCCNC(C)=O
→ -6	.	-3	1	10	1	.
COC(=O)C1=C(c2cccc(C#N)c2)C[C@@H]2CC[C@H]1N2C(=O)NCc1cccc2ccccc12
→ -1	.	1	-10	2	-4	-4
O=C(CCN1CCCCC1)Nc1ccc(Br)cc1C(=O)c1ccccc1
→ 0	-7	24	1	8	0	1
Cc1ccc(N2C(=O)NC(=O)/C(=C\C=C\c3ccco3)C2=O)cc1C
→ .	8	-4	.	.	-2	0
O=C(NC(=S)N1C[C@H]2C[C@H](C1)c1cccc(=O)n1C2)c1ccc(F)cc1
→ -7	.	32	4	4	-1	3
O=C(COC(=O)c1ccc(O)cc1)Nc1ccc(Cl)cc1C(=O)c1ccccc1
→ .	1	-7	.	.	.	5
CCOc1ccc(-n2c(O)c(C=NCCN3CCNCC3)c(=O)[nH]c2=O)cc1
→ 17	.	-3	-3	-1	-3	.
Oc1cc2c(cc1CN1CCN(c3ccc(F)cc3)CC1)OCO2
→ 4	-4	14	-17	5	-1	-1
ClC1=CCC2CN(CCN3CCCCC3)CC2C1 (stereo not given)
→ .	.	-22	6	.	1	.
CCN(CC)c1ccc([N+](=O)[O-])c2cccnc12
→ .	-5	4	.	.	.	-1
CCOP(=S)(OCC)SCCSCC
→ 5	.	.	1	1	2	9
COC(=O)[C@H]1[C@H](CO)[C@H]2Cn3c(ccc(-c4cccc(F)c4)c3=O)[C@@H]1N2C(=O)CC1CC1
→ 2	-22	6	.	14	-1	-2
Cc1c(Cl)cccc1N1C(=O)NC(=O)/C(=C\c2cc(C)n(-c3cccc(C(=O)O)c3C)c2C)C1=O
→ 5	.	32	-11	-1	-1	2
COc1ccccc1CCNC(=O)CCC(=O)N1CC2C[C@@H](C1)Cn1c2cccc1=O
→ 46*	-1	13	-4	-5	-1	5
C(=N\NC1=NCCCCC1)/c1c[nH]c2ccccc12
→ .	-1	3	.	.	.	4
COC(=O)C1=C(c2ccc(OC(F)(F)F)cc2)C[C@@H]2CC[C@H]1N2C(=O)N1CCCCC1
→ -19	.	-5	6	-51	0	1
NC(=O)c1cn(C2OC(CO)C(O)C2O)c2ncnc(N)c12 (stereo not given)
→ -25	-1	-5&-10	-13&-25	-173	0	3&0
CCOc1ccc(-n2c(O)c(C=NCCCn3ccnc3)c(=O)[nH]c2=O)cc1
→ 2	.	4	-13	.	1	.
Nc1ccc(S(=O)(=O)N2CCCCC2c2cccnc2)cc1 (stereo not given)
→ 11	.	7	-4	-9	1	-6
CCCNC(=O)N1[C@H]2CC[C@@H]1C(C(=O)OC)=C(c1ccccc1)C2
→ -11	-3	.	.	7	-4	6
CC1=C(/C=C/c2ccccc2)CCN(C)C1
→ 4	.	0	6	9	0	.
O=c1[nH]c(CN2CC=C(c3ccccc3)CC2)nc2scc(-c3ccccc3)c12
→ 6	2	-2	2	-7	.	2
NCC1(c2ccc3c(c2)OCCO3)CCCC1
→ -4	.	2	2	.	1	.
COc1ccccc1OCCCn1cc(C(C)=O)c2ccccc21
→ 12	1	3	-4	2	0	5
COc1ccc(-c2ccc([C@@H]3[C@@H](CO)N4CCCCN(C(=O)Cc5ccncc5)C[C@@H]34)cc2)cc1
→ 15	1	1	3[16.7 µM]	27	7	-1
CCOC(=O)c1nc2ccccc2c(=O)n1-c1ccc(C)cc1
→ 3	.	-5	4	-10	-1	.
O=C1NC(=O)N(c2ccc(Cl)cc2)C(=O)/C1=C/c1coc2ccc(O)cc2c1=O
→ -3	-2	1	-5	14	2	5
CCN1CCN(C(=O)COc2ccc(S(=O)(=O)NC(C)C)cc2)CC1
→ 0	-3	1	-6	-2	0	-5
CCN(CCO)c1ccc(N=Cc2c(O)n(C)c(=S)[nH]c2=O)cc1
→ .	0	.	-5	.	1	0
NC(=O)c1c(NC(=O)c2ccc(S(=O)(=O)N(CCCl)CCCl)cc2)sc2c1CCCCC2
→ .	.	-2	-7	.	1	.
COC(=O)C(O)(c1ccc(N(C)C)cc1)C(F)(F)F (stereo not given)
→ 5	-1	-2	-17	2	-1	8
O=C(c1cc(=O)[nH]c2ccc(Br)cc12)N1CCC2(CC1)OCCO2
→ -11	.	22	0	9	0	.
CC(C)(C)c1nc(N2CCN(C(=O)c3ccco3)CC2)c2nnn(Cc3ccccc3Cl)c2n1
→ 1	0	5	-3	-8	-4	-3
CCC(=NCCc1ccccc1)c1c(O)n(C2CCCCC2)c(=O)[nH]c1=O
→ .	.	4	-7	.	-3	.
C[C@]12CC[C@H](O)CC1=CCC1C2CC[C@@]2(C)C1CC[C@@H]2OCc1ccccc1 (stereo not given in full)
→ 4	2	-2	-3	-3	-1	-13

# Additional entries:
# Results follow in this order: esBAF inh	SIRT5 block	ARNT-TACC3 inh	miR122 inh	C2C12 statin	Cneo AK release	ERp5 block
O=C(c1cc(Cl)cc(Cl)c1)N1Cc2ccccc2-n2nncc2C1
→ 2	-2	.	2	9	.	-2
O=C1NC(=S)SC1=Cc1ccc(N(CCCl)CCCl)cc1
→ -11	.	15	-5	8	5	-10
CN1CCN(Cc2c(F)cccc2Cl)CC1
→ 1	0	-10	0	2	2	-1
NS(=O)(=O)c1ccc(N=Cc2c(O)n(C3CCCCC3)c(=O)n(C3CCCCC3)c2=O)cc1
→ 1	.	4	.	41	0	.
C=CCn1c(O)c(/C=C2/C=CC=N2)c(=O)[nH]c1=O
→ -9	-4	.	-2	6	1	0
O=c1[nH]c(=S)n(-c2ccc(Br)cc2)c(O)c1C=Nc1ccc(N2CCOCC2)cc1
→ .	-4	-3	-6	.	-1	1
Cc1cc(C)cc(NC2=NCCCS2)c1
→ .	-2	.	6	.	.	-4
COC(=O)C1=C(c2ccc(-c3ccccc3)c(F)c2)C[C@@H]2CC[C@H]1N2C(=O)NCc1cccc2ccccc12
→ 2	-4	1	-6	23	0	2
Cn1c(O)c(/C=C2\C=Nc3ccc(Br)cc32)c(=O)n(C)c1=O
→ 2	7	-1	5	9	-1	-5
CC1(C)CN=C(NCc2ccccc2)S1
→ -1	-1	2	-1	-5	1	0
CCn1cc(C(=O)NCc2ccccc2)c2ccccc21
→ .	-1	2	-1	.	.	5
Clc1ccc(C(c2ccccc2)c2ncc[nH]2)cc1 (stereo not given)
→ -10	1	-4	-2	-2	-3	?
COc1cc2oc(=O)c(CC(=O)N3C[C@H]4C[C@@H](C3)c3cccc(=O)n3C4)c(C)c2cc1Cl
→ 16	-5	-6	0	16	2	1
COc1cc2c(c(OC)c1OC)-c1ccc(O)c(=O)cc1C(NC(C)=O)CC2 (stereo not given)
→ -2	0	-10	97*	-134	-1	0
CC(C)(C)C(=O)c1cn(Cc2ccccc2)c2ccccc12
→ .	-1	-11	.	.	.	0
CCCCn1nnnc1C(CC)N1CCC2(CC1)C(=O)NCN2c1ccccc1 (stereo not given)
→ -1	0	.	3	-10	0	-3
Clc1cccc(C2NCc3ccccc3-n3cccc32)c1 (stereo not given)
→ -8	-1	-2	8	30	1	5
CC(C)n1c(O)c(C=NCc2cccnc2)c(=O)[nH]c1=S
→ .	5	-3	.	.	.	6
COc1ccc(CCn2c(O)c(/C=N/N3CCOCC3)c(=O)[nH]c2=O)cc1OC
→ .	2	.	-7	.	-1	0
COC(=O)C1=C(c2ccc(S(C)(=O)=O)cc2)C[C@@H]2CC[C@H]1N2C(=O)NC(C)C
→ 1	-1	0	-4	0	1	1
CC(C)c1cccc(C(C)C)c1O
→ -1	-3	-4	5	8	-2	3
COP(=O)(OC)C(NC(=O)c1ccc(C)cc1)C(Cl)(Cl)Cl (stereo not given)
→ .	-2	1	.	.	.	-1
CCC(C)NS(=O)(=O)c1ccc(OCC(=O)N2CCN(CC)CC2)cc1 (stereo not given)
→ -3	.	1	-4	-16	-2	.
Oc1cc(Cl)ccc1Oc1ccc(Cl)cc1Cl
→ 4	.	-5	-15	-2	-6	2
CC12C=CC(=O)C=C1CCC1C2C(=O)CC2(C)C(=O)CCC12 (stereo not given)
→ -5	6	-13	-1	1	0	3

# Full records, looked up by structure. Screens in order: esBAF inh | SIRT5 block | ARNT-TACC3 inh | miR122 inh | C2C12 statin | Cneo AK release | ERp5 block
# Clc1cccc(C2NCc3ccccc3-n3cccc32)c1 (stereo not given) across the screens: -8 | -1 | -2 | 8 | 30 | 1 | 5
# O=C1NC(=S)SC1=Cc1ccc(N(CCCl)CCCl)cc1 across the screens: -11 | . | 15 | -5 | 8 | 5 | -10
